Screening results from PubChem.
EBV LMP1 NFkB: inhibitors of Epstein-Barr LMP1-induced NF-kappaB reporter | LMP1-induced NF-kappaB luciferase reporter cells, luminescence | inhibition, % at 12.5 µM | hit rate 0.69% among 350,000 | AID 504558; in the data active means inhibition above about 41%;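 further: 0% = neutral control wells and 100% = reference inhibitor control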
SRC3 inh: inhibits human SRC3 coactivator | hit rate 0.17% among 360,000 | inhibition, % at 3.6 µM | Q9Y6Q9 | HEK293 GAL4-SRC3 luciferase reporter, luminescence | AID 588352;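 active means inhibition above a per-campaign cutoff, the mean of all compounds plus 3 SD, cut at about 60% in these data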;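 further: 0% = DMSO-treated cells and 100% = gossypol-treated cells at 36 µM; higher means less SRC3-driven luciferase light from the GAL4 reporter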
NR5A2 inv ag: inverse agonists of human LRH-1 (NR5A2). inhibition, % at 3.6 µM. O00482. hit rate 0.13% among 360,000. HEK293T StAR-luciferase reporter, LRH-1 transfected, 24 h;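 active means inhibition above the mean inhibition of all tested compounds plus 3 SD, cut at about 73% in these data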;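 further: 0% = DMSO wells and 100% = reporter-only cells lacking LRH-1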
ABHD5 PLIN5 PPI: inhibitors of human ABHD5-perilipin-5 interaction. AID 602281. Split G. princeps luciferase complementation, luminescence, 4 h. inhibition, % at 4 µM. hit rate 0.78% among 360,000;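 active means inhibition above the mean inhibition across every tested compound plus 3 SD, cut at about 22% in these data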;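 further: 0% = DMSO only wells and the 100% control is not disclosed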
TLR9-MyD88 inh: blocks human TLR9 binding to MyD88; Q9NR96+Q99836; inhibition, % at 4.98 µM; CHO BLA complementation TLR9-MyD88, CCF4 FRET ratio; hit rate 0.21% among 340,000;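 active means inhibition above the mean over all tested compounds plus 3 SD, cut at about 21% in these data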;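 further: 0% = DMSO only wells and 100% = clavulanate BLA inhibitor control wells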
MC4R antagonist: antagonists of human melanocortin 4 receptor (MC4R) | P32245 | MC4R-expressing cells, MTII-stimulated cAMP, LANCE TR-FRET | inhibition, % at 6.5 µM | hit rate 0.48% among 360,000;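 active means inhibition above its plate's cutoff, the mean of tested wells on that plate plus 3 SD, cut at about 29% in these data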;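 further: 0% = Melanotan II alone and 100% = Melanotan II plus saturating MCL0020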
Target sequence (P32245 whole entry, looked up): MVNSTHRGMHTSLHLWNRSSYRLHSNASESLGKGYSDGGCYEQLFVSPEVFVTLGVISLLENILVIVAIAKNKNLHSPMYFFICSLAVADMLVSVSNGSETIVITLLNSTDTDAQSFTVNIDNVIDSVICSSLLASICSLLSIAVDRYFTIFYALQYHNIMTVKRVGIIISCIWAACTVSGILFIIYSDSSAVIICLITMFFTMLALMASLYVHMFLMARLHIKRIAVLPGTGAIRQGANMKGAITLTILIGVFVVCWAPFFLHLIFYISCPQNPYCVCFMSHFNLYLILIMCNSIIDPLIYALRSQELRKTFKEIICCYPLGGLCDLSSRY
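Material: U2OS-MC4R stable cell line | Reagent: Melanotan II challenge after compound preincubation | Doses: One concentration, 6.5 µM nominal | Incubation: 30-min compound preincubation, 1-h Melanotan II challenge, 1-h detection, room temperature | Signal: TR-FRET cAMP assay | Replicates: One well per compound, no replicates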
NOD2-RIPK2 inh: NOD2-RIPK2 protein interaction inhibition; O43353; CHO BLA complementation NOD2-RIPK2, CCF4 ratio; inhibition, % at 4.98 µM; hit rate 0.38% among 360,000; AID 624267; in the data active means inhibition above about 21%;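 further: 0% = vehicle only and 100% = reference blocker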
Target sequence (O43353 whole entry, looked up): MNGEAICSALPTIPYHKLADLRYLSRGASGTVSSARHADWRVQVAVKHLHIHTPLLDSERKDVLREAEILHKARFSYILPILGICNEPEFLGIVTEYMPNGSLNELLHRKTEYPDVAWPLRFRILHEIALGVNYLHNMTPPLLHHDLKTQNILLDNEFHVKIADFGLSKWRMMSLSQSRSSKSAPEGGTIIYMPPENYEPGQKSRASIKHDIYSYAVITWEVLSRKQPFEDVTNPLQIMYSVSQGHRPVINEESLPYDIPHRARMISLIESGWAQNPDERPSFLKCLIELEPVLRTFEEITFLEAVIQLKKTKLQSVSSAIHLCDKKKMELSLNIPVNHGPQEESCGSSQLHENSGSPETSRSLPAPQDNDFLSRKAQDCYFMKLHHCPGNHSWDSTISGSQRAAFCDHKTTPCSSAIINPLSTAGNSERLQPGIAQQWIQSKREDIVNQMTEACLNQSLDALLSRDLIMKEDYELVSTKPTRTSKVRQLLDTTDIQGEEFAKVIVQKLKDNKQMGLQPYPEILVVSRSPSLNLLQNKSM
SRC2 inh: human SRC2 (NCOA2) inhibition | Q15596 | HEK293 GAL4-SRC2 luciferase reporter, luminescence | hit rate 0.17% among 370,000 | inhibition, % at 9 µM | AID 651957;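 active means inhibition above the mean inhibition of all tested compounds plus 3 SD, set per campaign, cut at about 52% in these data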;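 further: 0% = DMSO treated cells and 100% = cells given Gossypol at 36 µM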
NCOA1 inh: inhibitors of human steroid receptor coactivator 1 (SRC1). inhibition, % at 3.6 µM. hit rate 0.12% among 360,000. Q15788. HEK293 GAL4-SRC1 luciferase reporter, luminescence;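 active means inhibition above the campaign mean plus 3 SD, with each screening campaign given its own cutoff, cut at about 60% in these data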;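 further: 0% = DMSO treated cells and 100% = gossypol at 36 µM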
COUP-TFII inh: blocks human COUP-TFII nuclear receptor. P24468. hit rate 0.7% among 370,000. HEK293T NGFI-A luciferase reporter, luminescence. AID 686940. inhibition, % at 8.6 µM;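 active means inhibition above a per-plate cutoff, mean inhibition of test wells between control levels plus 3 SD, cut at about 38% in these data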;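 further: cells cotransfected with COUP-TFII expression vector driving the NGFI-A reporter; 0% = median of COUP-TF2 test wells and 100% = reporter-only cells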
MC4R ag barr: activates human MC4R beta-arrestin recruitment; P32245; U2OS MC4R beta-arrestin complementation, luminescence; percent of melanotan II response, DMSO zero; activation, % at 8.9 µM; hit rate 0.98% among 360,000;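 active means activation above a per-plate cutoff, the mean activation of sample wells on that plate plus 3 SD, cut at about 8% in these data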
Starred values were filed as active, the others as inactive. This is a subset; count on the stated rates, not on these rows.

What do the screens show for `CC(C)(C)OC(=O)N1CC=C2C(C#N)=C(N)C(C#N)(C#N)[C@H](c3cccnc3)[C@H]2C1`?
EBV LMP1 NFkB: -2; SRC3 inh: 8; NR5A2 inv ag: 0; ABHD5 PLIN5 PPI: -10; TLR9-MyD88 inh: -6; MC4R antagonist: 9; NOD2-RIPK2 inh: -8; SRC2 inh: 12; NCOA1 inh: -1; COUP-TFII inh: -4; MC4R ag barr: -1.1

What do the screens show for `CCOc1ccc(S(=O)(=O)N2CCN(Cc3ccc4c(c3)OCO4)CC2)cc1OCC`?
EBV LMP1 NFkB: 2; SRC3 inh: -1; NR5A2 inv ag: -26; ABHD5 PLIN5 PPI: 4; TLR9-MyD88 inh: -6; MC4R antagonist: 0; NOD2-RIPK2 inh: -11; SRC2 inh: 1; NCOA1 inh: -14; COUP-TFII inh: 9; MC4R ag barr: -3.1

What do the screens show for `Cc1cccc(-c2nc3ccc(C(=O)NCCN4CCN(C)CC4)cc3nc2-c2cccc(C)c2)c1`?
EBV LMP1 NFkB: -2; SRC3 inh: 3; NR5A2 inv ag: 10; ABHD5 PLIN5 PPI: 5; TLR9-MyD88 inh: -1; MC4R antagonist: 2; NOD2-RIPK2 inh: 10; SRC2 inh: -14; NCOA1 inh: 10; COUP-TFII inh: 4; MC4R ag barr: 3.1

How did C=CCn1cnc2c(oc3ccccc32)c1=O do in these assays?
EBV LMP1 NFkB: -12; SRC3 inh: -37; NR5A2 inv ag: -6; ABHD5 PLIN5 PPI: -1; TLR9-MyD88 inh: -5; MC4R antagonist: 6; NOD2-RIPK2 inh: -10; SRC2 inh: -19; NCOA1 inh: -66; COUP-TFII inh: -17; MC4R ag barr: -0.9

How did COc1cc(/C=N\NC(C)=O)ccc1OC/C=C/c1ccccc1 do in these assays?
EBV LMP1 NFkB: 5; SRC3 inh: 5; NR5A2 inv ag: -14; ABHD5 PLIN5 PPI: 0; TLR9-MyD88 inh: -1; MC4R antagonist: 1; NOD2-RIPK2 inh: -7; SRC2 inh: 7; NCOA1 inh: 11; COUP-TFII inh: -2; MC4R ag barr: -0.1

What do the screens show for `O=C(Nc1cccc(F)c1)c1cccnc1`?
EBV LMP1 NFkB: -6; SRC3 inh: -4; NR5A2 inv ag: 7; ABHD5 PLIN5 PPI: 1; TLR9-MyD88 inh: 5; MC4R antagonist: 6; NOD2-RIPK2 inh: -10; SRC2 inh: 36; NCOA1 inh: -12; COUP-TFII inh: -4; MC4R ag barr: -1.2

How did COc1cc(/C=N/O)ccc1OCc1ccc([N+](=O)[O-])cc1 do in these assays?
EBV LMP1 NFkB: -23; SRC3 inh: -102; NR5A2 inv ag: -139; ABHD5 PLIN5 PPI: -1; TLR9-MyD88 inh: -12; MC4R antagonist: 2; NOD2-RIPK2 inh: 3; SRC2 inh: -35; NCOA1 inh: -109; COUP-TFII inh: -22; MC4R ag barr: -2.5

What do the screens show for `COc1ccc(C(=O)Nc2ccc(S(=O)(=O)N(C)c3ccccc3)cc2)cc1`?
EBV LMP1 NFkB: -8; SRC3 inh: -17; NR5A2 inv ag: -31; ABHD5 PLIN5 PPI: -3; TLR9-MyD88 inh: 7; MC4R antagonist: 18; NOD2-RIPK2 inh: -3; SRC2 inh: -2; NCOA1 inh: -13; COUP-TFII inh: 20; MC4R ag barr: 0.1

What do the screens show for `CN(CCc1ccccc1)C(=O)c1ccc(NC(=O)Cc2cccc(NC(=O)C3CCN(C(=O)C4CCCCC4)CC3)c2)cc1`?
EBV LMP1 NFkB: -7; SRC3 inh: -17; NR5A2 inv ag: 4; ABHD5 PLIN5 PPI: -4; TLR9-MyD88 inh: -2; MC4R antagonist: 9; NOD2-RIPK2 inh: 7; SRC2 inh: 9; NCOA1 inh: 9; COUP-TFII inh: 0; MC4R ag barr: 0.9

How did Nc1ccc(N=Nc2ccccc2)c(N)n1 do in these assays?
EBV LMP1 NFkB: -13; SRC3 inh: -98; NR5A2 inv ag: -55; ABHD5 PLIN5 PPI: 2; TLR9-MyD88 inh: 11; MC4R antagonist: 9; NOD2-RIPK2 inh: -2; SRC2 inh: -30; NCOA1 inh: -54; COUP-TFII inh: -37; MC4R ag barr: -2.1

How did COc1cc2c(cc1OC)C(c1cccc([N+](=O)[O-])c1)=NCC2 do in these assays?
EBV LMP1 NFkB: 15; SRC3 inh: -6; NR5A2 inv ag: 19; ABHD5 PLIN5 PPI: -4; TLR9-MyD88 inh: -6; MC4R antagonist: 8; NOD2-RIPK2 inh: 5; SRC2 inh: -10; NCOA1 inh: -2; COUP-TFII inh: -2; MC4R ag barr: 0.7

What do the screens show for `CC(=O)N1CCC(=NNc2ncc(C(F)(F)F)cc2Cl)CC1`?
EBV LMP1 NFkB: 8; SRC3 inh: 5; NR5A2 inv ag: -13; ABHD5 PLIN5 PPI: -6; TLR9-MyD88 inh: 7; MC4R antagonist: -1; NOD2-RIPK2 inh: -2; SRC2 inh: -24; NCOA1 inh: -4; COUP-TFII inh: 0; MC4R ag barr: -1.0

Results for CSC1=C(C#N)C(=O)NC(c2ccccc2O)S1 (stereo not given) ?
EBV LMP1 NFkB: 0; SRC3 inh: 14; NR5A2 inv ag: 1; ABHD5 PLIN5 PPI: 3; TLR9-MyD88 inh: -9; MC4R antagonist: 13; NOD2-RIPK2 inh: -5; SRC2 inh: 5; NCOA1 inh: -3; COUP-TFII inh: -20; MC4R ag barr: -0.4

How did COc1ccc(C2(c3ccc(OC)cc3)NC(=O)N(CC(=O)NCC(C)c3ccccc3)C2=O)cc1 (stereo not given) do in these assays?
EBV LMP1 NFkB: 4; SRC3 inh: 12; NR5A2 inv ag: -13; ABHD5 PLIN5 PPI: 6; TLR9-MyD88 inh: 3; MC4R antagonist: 3; NOD2-RIPK2 inh: -1; SRC2 inh: -1; NCOA1 inh: -6; COUP-TFII inh: 11; MC4R ag barr: 0.8

What do the screens show for `Nc1ccccc1SSc1ccccc1N`?
EBV LMP1 NFkB: -8; SRC3 inh: -73; NR5A2 inv ag: 1; ABHD5 PLIN5 PPI: 60*; TLR9-MyD88 inh: 7; MC4R antagonist: 3; NOD2-RIPK2 inh: 13; SRC2 inh: -10; NCOA1 inh: -48; COUP-TFII inh: 10; MC4R ag barr: -3.1

How did O=C(CN1C(=O)NC2(CCCC2)C1=O)N1CCN(S(=O)(=O)c2ccccc2F)CC1 do in these assays?
EBV LMP1 NFkB: 5; SRC3 inh: 2; NR5A2 inv ag: 14; ABHD5 PLIN5 PPI: -5; TLR9-MyD88 inh: 3; MC4R antagonist: 12; NOD2-RIPK2 inh: 5; SRC2 inh: 15; NCOA1 inh: 14; COUP-TFII inh: 5; MC4R ag barr: -1.4

Results for CCOC(=O)C1=C(C)N(CC)C(=S)NC1c1ccc(Cl)cc1 (stereo not given) ?
EBV LMP1 NFkB: 1; SRC3 inh: 15; NR5A2 inv ag: -13; ABHD5 PLIN5 PPI: 3; TLR9-MyD88 inh: -8; MC4R antagonist: 5; NOD2-RIPK2 inh: -12; SRC2 inh: -2; NCOA1 inh: -3; COUP-TFII inh: 1; MC4R ag barr: -1.6

Results for O=C(CN1C(=O)NC2(CCCC2)C1=O)N1CCN(C(=O)c2ccco2)CC1 ?
EBV LMP1 NFkB: -5; SRC3 inh: 8; NR5A2 inv ag: 14; ABHD5 PLIN5 PPI: -5; TLR9-MyD88 inh: 2; MC4R antagonist: 8; NOD2-RIPK2 inh: -3; SRC2 inh: 0; NCOA1 inh: -16; COUP-TFII inh: 8; MC4R ag barr: -2.6

Results for N#CC(c1ccccc1O)N1N=C(c2ccccc2)CC1c1ccccc1 (stereo not given) ?
EBV LMP1 NFkB: -9; SRC3 inh: -75; NR5A2 inv ag: -37; ABHD5 PLIN5 PPI: 2; TLR9-MyD88 inh: -4; MC4R antagonist: -2; NOD2-RIPK2 inh: -23; SRC2 inh: -66; NCOA1 inh: -107; COUP-TFII inh: -42; MC4R ag barr: 3.1

Results for CC(C)NS(=O)(=O)c1ccc(NC(=O)NC2CCCCC2)cc1 ?
EBV LMP1 NFkB: -7; SRC3 inh: -1; NR5A2 inv ag: -11; ABHD5 PLIN5 PPI: -7; TLR9-MyD88 inh: 1; MC4R antagonist: 8; NOD2-RIPK2 inh: -6; SRC2 inh: 4; NCOA1 inh: 1; COUP-TFII inh: 0; MC4R ag barr: 1.2

What do the screens show for `CCOC(=O)/C(CCC[N+](C)(CC)CC)=N\O`?
EBV LMP1 NFkB: 4; SRC3 inh: 10; NR5A2 inv ag: 7; ABHD5 PLIN5 PPI: 8; TLR9-MyD88 inh: 4; MC4R antagonist: -8; NOD2-RIPK2 inh: 5; SRC2 inh: -3; NCOA1 inh: -8; COUP-TFII inh: 10; MC4R ag barr: 0.2

How did Cc1cc(CNC(=O)CC2C(=O)NCCN2Cc2ccc(-c3ccccc3)cc2)nn1C (stereo not given) do in these assays?
EBV LMP1 NFkB: -2; SRC3 inh: -2; NR5A2 inv ag: -11; ABHD5 PLIN5 PPI: 7; TLR9-MyD88 inh: 6; MC4R antagonist: -2; NOD2-RIPK2 inh: -7; SRC2 inh: -3; NCOA1 inh: 10; COUP-TFII inh: 11; MC4R ag barr: -1.9

What do the screens show for `Cn1c(NCCN2CCCC2)nc2cc(-c3cccc(C(F)(F)F)c3)sc2c1=O`?
SRC3 inh: 0; NR5A2 inv ag: -27; ABHD5 PLIN5 PPI: 3; MC4R antagonist: -7; NOD2-RIPK2 inh: -3; NCOA1 inh: -12; MC4R ag barr: -1.2

Results for CC(C)Oc1ccc2nnnn2n1 ?
EBV LMP1 NFkB: -2; SRC3 inh: 6; NR5A2 inv ag: -27; ABHD5 PLIN5 PPI: -2; TLR9-MyD88 inh: 4; MC4R antagonist: 1; NOD2-RIPK2 inh: -5; SRC2 inh: 4; NCOA1 inh: -2; COUP-TFII inh: 14; MC4R ag barr: -1.1

Results for N/C(=N\OC(=O)Nc1ccc(Cl)c(Cl)c1)c1ncc(C(F)(F)F)cc1Cl ?
EBV LMP1 NFkB: -1; SRC3 inh: 11; NR5A2 inv ag: 7; ABHD5 PLIN5 PPI: 0; TLR9-MyD88 inh: 4; MC4R antagonist: 8; NOD2-RIPK2 inh: -3; SRC2 inh: 7; NCOA1 inh: 9; COUP-TFII inh: -6; MC4R ag barr: -0.2

What do the screens show for `c1cn2cc(-c3ccc(CN4CCOCC4)cc3)ccc2n1`?
SRC3 inh: 7; NR5A2 inv ag: -30; ABHD5 PLIN5 PPI: 1; MC4R antagonist: 8; NOD2-RIPK2 inh: -14; SRC2 inh: -7; NCOA1 inh: 7; COUP-TFII inh: 10; MC4R ag barr: -0.6
